TRHR ag – activates the human TRH receptor | TRHR cells, calcium flux fluo-8, FDSS agonist mode | activation, % at 2 µM | actives 0.18% (n = 360,000) | P34981 | AID 493084; also: 0% is about no effect
Target sequence (P34981 whole entry, looked up): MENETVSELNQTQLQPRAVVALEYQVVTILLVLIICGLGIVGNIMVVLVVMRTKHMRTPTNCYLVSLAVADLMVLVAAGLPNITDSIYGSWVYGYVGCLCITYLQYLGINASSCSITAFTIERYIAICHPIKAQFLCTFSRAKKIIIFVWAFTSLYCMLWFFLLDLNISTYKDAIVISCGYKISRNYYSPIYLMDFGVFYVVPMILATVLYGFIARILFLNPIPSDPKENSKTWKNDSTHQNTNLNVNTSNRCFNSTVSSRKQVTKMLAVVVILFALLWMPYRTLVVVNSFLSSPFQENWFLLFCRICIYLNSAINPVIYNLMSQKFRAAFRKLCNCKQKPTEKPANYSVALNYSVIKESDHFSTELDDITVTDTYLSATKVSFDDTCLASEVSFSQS
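Steps: seed TRHR cells overnight; add fluo-8 no-wash Ca dye, RT 30 min–1.5 h; record 10 s baseline; pin-transfer compounds; monitor fluorescence 1 cycle/s for the agonist window. Calcium increases flag candidate agonists.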
D2 antag – D2 dopamine receptor (human) antagonism | P14416 | HEK293 TREx D2 cells, calcium flux, dopamine EC80 | inhibition, % at 10 µM | actives 2% (n = 340,000); in the data active = inhibition above about 30%; also: 0% is about no effect
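HEK293 T-REx D2 cells, tet-induced, calcium dye no-wash. Cpd pintool add, 180 s kinetic, then EC80 DA, 180 s kinetic. Ca flux read.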
D2 agonist – agonists of human D2 dopamine receptor; P14416; HEK293 T-REx D2 cells, calcium flux agonist mode; activation, % at 2 µM; actives 0.53% (n = 340,000); AID 485358;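 active = activation over 3 SD above normal in the single-dose calcium agonist read, cut at about 30% in these data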; also: 0% is about no effect
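Agonism is scored from calcium flux in a force-coupled, inducible HEK293 cell line expressing D2, read kinetically for 180 s after compound addition against dopamine controls.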
D1 PAM – enhances dopamine response at the human D1 receptor; HEK293 TREx D1 cells, calcium flux, dopamine EC20 potentiation; actives 0.036% (n = 360,000); potentiation, % at 10 µM; P21728; in the data active = potentiation above about 30%; also: 0% is about no effect
Target sequence (P21728 whole entry, looked up): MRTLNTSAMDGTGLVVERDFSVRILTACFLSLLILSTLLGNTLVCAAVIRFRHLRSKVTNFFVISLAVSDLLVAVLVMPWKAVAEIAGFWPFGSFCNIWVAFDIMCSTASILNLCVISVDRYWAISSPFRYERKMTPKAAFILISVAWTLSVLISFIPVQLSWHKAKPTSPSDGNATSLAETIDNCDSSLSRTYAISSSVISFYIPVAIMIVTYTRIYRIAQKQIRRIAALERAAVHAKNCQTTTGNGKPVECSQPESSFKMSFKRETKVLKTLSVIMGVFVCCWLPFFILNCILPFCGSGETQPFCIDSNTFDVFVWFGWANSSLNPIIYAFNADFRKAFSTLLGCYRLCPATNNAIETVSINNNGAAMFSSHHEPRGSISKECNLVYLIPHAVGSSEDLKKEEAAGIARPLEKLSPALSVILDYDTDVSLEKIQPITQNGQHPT
TRHR enhancer – allosteric enhancers of human TRH receptor; P34981; TRHR cells, fluo-8 calcium fluorescence, EC20 TRH enhancement; enhancement, % at 2 µM; actives 0.66% (n = 360,000); AID 493056; in the data active = enhancement above about 30%; also: 0% is about no effect
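TRHR-expressing cells loaded with fluo-8 calcium dye were read kinetically (ex 480/em 530) during compound addition, then stimulated with an EC20 of TRH (10 nM final). Enhancement of the Gq-mediated intracellular calcium response was scored.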
D1 antagonist – antagonists of human D1 dopamine receptor; HEK293 TREx D1 cells, calcium flux, dopamine EC80; active compounds read low; activity change, negative = inhibition, % at 10 µM; actives 3.2% (n = 360,000); AID 504652; in the data active = activity change below about -30%; also: % is scaled to controls: 0 for no effect and ±100 for the full control effect
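Allosteric or orthosteric antagonism assessed as attenuation of the calcium response to EC80 dopamine, added 180 s after compound, in induced HEK293 Trex D1 cells loaded with no-wash calcium dye.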
D2 potentiator – D2 dopamine receptor (human) potentiation. HEK293 T-REx D2, calcium flux, EC20 dopamine potentiation. actives 0.34% (n = 340,000). potentiation, % at 10 µM;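 active = potentiation over 3 SD above the plate norm, cut at about 30% in these data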; also: 0% is about no effect
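Calcium flux readout, no-wash dye, 1 read/s. Inducible HEK293 Trex D2 line, overnight 30 C. Compound alone 180 s (agonist flags), then EC20 dopamine, another 180 s to score potentiation.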
RXFP1 antag – blocks the human relaxin receptor RXFP1 | Q9HBX9 | actives 0.59% (n = 350,000) | activity change, negative = inhibition, % at 57.5 µM | HEK293-RXFP1, relaxin-stimulated cAMP HTRF, 30 min; active compounds read low;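 active = activity change of -60% or lower, but not beyond a set lower limit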; also: % is scaled to controls: 0 for no effect and ±100 for the full control effect
D1 ag – agonists of human D1 dopamine receptor | P21728 | HEK293 T-REx D1 cells, calcium flux, agonist mode | activation, % at 2 µM | actives 1% (n = 360,000); also: 0% is about no effect
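Agonism was scored from calcium flux recorded over 180 s (1 read/s) after pintool compound addition, following a 10-cycle baseline. Cells were inducible force-coupled HEK293 TREx D1, plated overnight at 30 C and loaded with no-wash calcium dye.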
Starred values were filed as active, the others as inactive. Rule as the data show it, unless noted: active = activation above about 30%; inactive = the rest.

`Cc1nc(C(F)(F)F)ccc1C(=O)Nc1ccccc1N1CCOCC1` gave TRHR ag 0.3, D1 PAM -1, TRHR enhancer 1, D1 antagonist 8, RXFP1 antag -1 and D1 ag 1.
Screening Cc1ccc(C)c(CN2C(=O)c3ccccc3S(=O)(=O)c3ccc(C(=O)N4CCc5ccccc54)cc32)c1 returned TRHR ag 0.5, D2 agonist -0.9, D1 PAM -2, TRHR enhancer -7, D1 antagonist 6, D2 potentiator -4, RXFP1 antag -1 and D1 ag 2.
O=C(c1ccco1)N1CCN(c2cc(N3CCOCC3)c(F)cc2[N+](=O)[O-])CC1 was read as TRHR ag 0.5, D1 PAM 9, TRHR enhancer -10, D1 antagonist 1, RXFP1 antag 6 and D1 ag 0.
`CCc1nc2nc(C)cc(Nc3cc(C)ccc3C)n2n1` gave TRHR ag -1.4, D2 agonist -0.9, D1 PAM 1, TRHR enhancer 1, D1 antagonist -3, RXFP1 antag -1 and D1 ag 0.
`CC(C)(CO)NCC#Cc1ccccc1` gave TRHR ag 0.9, D2 antag -16, D2 agonist -0.9, D1 PAM -3, TRHR enhancer 0, D2 potentiator 3, RXFP1 antag 4 and D1 ag -1.
`O=C(O)c1cccc(NC(=O)c2cccc(S(=O)(=O)Nc3cccc(C(=O)O)c3)c2)c1` gave TRHR ag 0.3, D2 agonist -0.1, D1 PAM -3, TRHR enhancer -1, D1 antagonist -15, D2 potentiator -11, RXFP1 antag 0 and D1 ag 1.
For O=C(c1ccco1)N1N=C(c2ccc(Cl)cc2)CC1c1ccco1 (configuration not stated) the results were TRHR ag -0.3, D2 antag -9, D2 agonist 3.1, D1 PAM -4, TRHR enhancer -8, D1 antagonist -4, D2 potentiator 6, RXFP1 antag -25 and D1 ag 3.
For CCOCCCn1c(SCC(=O)N(C)C2CCS(=O)(=O)C2)nc2ccccc2c1=O (configuration not stated) the results were TRHR ag -0.3, D2 antag -5, D2 agonist -0.4, D1 PAM 1, TRHR enhancer 1, D1 antagonist -1, D2 potentiator -9, RXFP1 antag 1 and D1 ag 3.
`O=C(CN(C(=O)c1ccc(Cl)cc1)N1C(=O)C2CCCCC2C1=O)c1ccc(Cl)cc1` (configuration not stated) gave TRHR ag 0.1, D2 antag 14, D2 agonist 0.3, D1 PAM -5, TRHR enhancer -5, D1 antagonist -7, D2 potentiator 13, RXFP1 antag -1 and D1 ag 4.
Screening O=C1CCCc2oc3ccc(NS(=O)(=O)c4cccc5cccnc45)cc3c21 returned TRHR ag 0.3, D2 antag 16, D2 agonist 3.3, D1 PAM -12, TRHR enhancer 5, D1 antagonist -15, D2 potentiator -4, RXFP1 antag -14 and D1 ag 22.
COc1cc(CN2CCCC(C(=O)Nc3cccc(-n4cccn4)c3)C2)ccc1F (configuration not stated) was read as TRHR ag -0.1, D2 antag 24, D2 agonist -0.2, D1 PAM -11, TRHR enhancer 1, D1 antagonist 4, D2 potentiator -16, RXFP1 antag -4 and D1 ag 13.
`O=c1cc(O)n(Cc2ccc(F)cc2)c(=O)[nH]1` gave TRHR ag 3.5, D2 antag 8, D2 agonist 1.5, D1 PAM 0, TRHR enhancer -10, D1 antagonist -1, D2 potentiator 1, RXFP1 antag -13 and D1 ag 2.
CCOC(=O)C(C)Oc1ccc2c(CC)cc(=O)oc2c1C (configuration not stated) was read as TRHR ag -0.8, D2 antag 1, D2 agonist 7.0, D1 PAM -3, TRHR enhancer -4, D1 antagonist 6, D2 potentiator 1, RXFP1 antag 6 and D1 ag 1.
Screening CCCCN(C(=O)CC1CCCCC1)c1c(N)n(CC(C)C)c(=O)[nH]c1=O returned TRHR ag -0.1, D2 antag -5, D2 agonist -0.2, D1 PAM -1, TRHR enhancer 9, D1 antagonist -2, D2 potentiator -13, RXFP1 antag -3 and D1 ag 3.
For COc1cccc(CNC(=O)CNC(=O)c2cccs2)c1 the results were TRHR ag 0.2, D2 antag 0, D2 agonist -0.9, D1 PAM 0, TRHR enhancer 2, D1 antagonist 6, D2 potentiator -5, RXFP1 antag 1 and D1 ag 2.
For CCOC(=O)C/C(C)=N/NC(=O)CN(c1ccc(Br)cc1)S(=O)(=O)c1ccccc1 the results were TRHR ag 0.0, D2 antag -4, D2 agonist -1.6, D1 PAM 5, TRHR enhancer -2, D1 antagonist 12, D2 potentiator 10 and D1 ag 3.
`CCNCCC(=O)N1c2ccccc2Sc2ccc(NC(=O)OCC)cc21` gave TRHR ag -0.5, D2 antag -12, D2 agonist 0.2, D1 PAM -2, TRHR enhancer 2, D1 antagonist -9, D2 potentiator 18, RXFP1 antag -13 and D1 ag 25.
Screening COc1cc2cc(CCOC(=O)c3ccc(C(F)(F)F)cc3)oc(=O)c2cc1OC returned TRHR ag 0.1, D2 antag 3, D2 agonist 2.0, D1 PAM -3, TRHR enhancer 5, D2 potentiator 15 and D1 ag -1.
For Cc1cccc(Cn2c(SCc3ccc(C(=O)NC4CCCCC4)cc3)nc3cccnc32)c1 the results were TRHR ag 0.7, D2 agonist -0.5, D1 PAM -1, TRHR enhancer -4, D1 antagonist 2, D2 potentiator -6, RXFP1 antag -11 and D1 ag -1.
Cc1ccc(CN2C(=O)C(Cc3ccccc3)Nc3ncnc(N4CCCCC4)c32)cc1 (configuration not stated) was read as TRHR ag 1.3, D2 antag -1, D2 agonist 0.0, D1 PAM -5, TRHR enhancer -1, D1 antagonist -7, D2 potentiator 14 and D1 ag 2.
For N#Cc1c(-c2cccs2)cc(-c2ccccn2)nc1N the results were TRHR ag -0.4, D2 antag 6, D2 agonist -1.3, D1 PAM -3, TRHR enhancer 3, D1 antagonist -3, D2 potentiator 19, RXFP1 antag -1 and D1 ag 0.
Screening CN(Cc1ccccc1)S(=O)(=O)c1ccc(OCC(=O)NCc2ccccn2)cc1 returned TRHR ag 0.2, D1 PAM -1, TRHR enhancer -4, D1 antagonist 5, D2 potentiator -8, RXFP1 antag 2 and D1 ag 6.
Screening O=C(c1cccc(NS(=O)(=O)c2cccc(F)c2)c1)N1CCCC1 returned TRHR ag 0.1, D2 antag -10, D2 agonist -0.1, D1 PAM -3, TRHR enhancer -2, D1 antagonist -5, D2 potentiator 7, RXFP1 antag 3 and D1 ag 6.
`c1coc(-c2nn3c(Cn4nnc5ccccc54)nnc3s2)c1` gave TRHR ag 0.1, D2 antag 1, D2 agonist 0.3, D1 PAM -2, TRHR enhancer -1, D1 antagonist -3, D2 potentiator -8, RXFP1 antag 4 and D1 ag 2.
Screening COc1ccc(CCNC(=O)C(=O)NCc2ccc(C(C)C)cc2)cc1OC returned TRHR ag -0.9, D2 antag -1, D2 agonist -0.8, D1 PAM -2, TRHR enhancer 0, D1 antagonist 7, D2 potentiator 7, RXFP1 antag -6 and D1 ag 0.
CC(C(=O)NC1CCS(=O)(=O)C1)N1C(=O)/C(=C/c2ccc(Cl)cc2)SC1=S (configuration not stated) was read as TRHR ag 0.2, D2 antag 7, D2 agonist -1.5, D1 PAM -1, TRHR enhancer -2, D1 antagonist -16, D2 potentiator -1, RXFP1 antag -24 and D1 ag 8.
CC(C)(C)C1CCC(=NNS(=O)(=O)c2ccc(Br)cc2)CC1 (configuration not stated) was read as TRHR ag -0.1, D2 antag -29, D2 agonist 0.2, D1 PAM 1, TRHR enhancer 2, D1 antagonist -14, D2 potentiator 2, RXFP1 antag 1 and D1 ag 0.
Screening COc1ccc(CCNC(=O)c2ccc3c(c2)c(C)c(C)n3Cc2ccccc2)c(OC)c1OC returned TRHR ag 0.2, D2 agonist 0.0, D1 PAM -5, TRHR enhancer 10, D1 antagonist -19, D2 potentiator 5, RXFP1 antag -15 and D1 ag 3.

Compounds listed so far with an aryl methoxy group, in the order listed:
COc1cc(CN2CCCC(C(=O)Nc3cccc(-n4cccn4)c3)C2)ccc1F (configuration not stated) was read as TRHR ag -0.1, D2 antag 24, D2 agonist -0.2, D1 PAM -11, TRHR enhancer 1, D1 antagonist 4, D2 potentiator -16, RXFP1 antag -4 and D1 ag 13.
For COc1cccc(CNC(=O)CNC(=O)c2cccs2)c1 the results were TRHR ag 0.2, D2 antag 0, D2 agonist -0.9, D1 PAM 0, TRHR enhancer 2, D1 antagonist 6, D2 potentiator -5, RXFP1 antag 1 and D1 ag 2.
Screening COc1cc2cc(CCOC(=O)c3ccc(C(F)(F)F)cc3)oc(=O)c2cc1OC returned TRHR ag 0.1, D2 antag 3, D2 agonist 2.0, D1 PAM -3, TRHR enhancer 5, D2 potentiator 15 and D1 ag -1.
Screening COc1ccc(CCNC(=O)C(=O)NCc2ccc(C(C)C)cc2)cc1OC returned TRHR ag -0.9, D2 antag -1, D2 agonist -0.8, D1 PAM -2, TRHR enhancer 0, D1 antagonist 7, D2 potentiator 7, RXFP1 antag -6 and D1 ag 0.
Screening COc1ccc(CCNC(=O)c2ccc3c(c2)c(C)c(C)n3Cc2ccccc2)c(OC)c1OC returned TRHR ag 0.2, D2 agonist 0.0, D1 PAM -5, TRHR enhancer 10, D1 antagonist -19, D2 potentiator 5, RXFP1 antag -15 and D1 ag 3.

From PubChem BioAssay
